Tau ThT inhib – tau fibrillization inhibition (ThT binding); AID 1460; 270,000 compounds, 2.1% hits; recombinant tau K18 P301L (four-repeat tau fragment), heparin-induced fibrillization, ThT fluorescence; Potency, µM (highest dose often 57.4 µM), for inactives: top-dose activity, negative = inhibition, usual class: inhibitors; note: nearly all actives have a fitted effect of over 55% in size
Target sequence (P10636 561-689 P618L limits assumed): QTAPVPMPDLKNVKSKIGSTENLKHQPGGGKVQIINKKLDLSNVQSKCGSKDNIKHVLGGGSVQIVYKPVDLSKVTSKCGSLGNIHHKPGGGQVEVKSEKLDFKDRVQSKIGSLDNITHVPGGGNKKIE
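Heparin-induced (20 uM) aggregation of recombinant human K18 P301L tau, 15 uM unlabeled with 0.24 uM labeled, pH 7 acetate buffer, 6 hr at 37 C with compound. Fibrils quantified by 30 uM ThT fluorescence after 1 hr ambient incubation.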
KDM4E inh – JMJD2E (human) inhibition; B2RXH2; JMJD2E catalytic domain, FDH-coupled NADH fluorescence (FDH is formaldehyde dehydrogenase); Potency, µM (titrated, usually from 57.1 µM), inactives show at the top dose activity change, negative = inhibition, hits mostly inhibitors; 230,000 compounds, 1.6% hits; AID 2147; active = well fitted inhibition curve with a large enough effect, not every such curve was filed as active; inconclusive = small, poorly fitted or top-dose-only effect, or another doubt; inactive = no such curve, though single readings can be large or run the other way;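 note: 0% = wells with enzyme and -100% = buffer wells without enzyme; nearly all actives have a fitted effect of over 50% in size; many of its hits are not listed in these tables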
Target sequence (B2RXH2 1-337 limits assumed): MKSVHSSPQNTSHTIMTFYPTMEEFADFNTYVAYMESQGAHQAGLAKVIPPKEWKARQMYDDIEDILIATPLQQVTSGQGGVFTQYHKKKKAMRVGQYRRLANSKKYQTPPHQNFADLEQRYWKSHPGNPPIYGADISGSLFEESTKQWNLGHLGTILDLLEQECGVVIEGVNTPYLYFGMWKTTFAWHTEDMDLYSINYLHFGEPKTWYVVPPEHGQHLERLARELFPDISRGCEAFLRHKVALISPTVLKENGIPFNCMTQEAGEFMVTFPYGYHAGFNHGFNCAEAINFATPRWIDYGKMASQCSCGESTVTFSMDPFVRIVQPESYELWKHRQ
L3MBTL1 block – L3MBTL1 (human) inhibition | AID 485360 | AlphaScreen L3MBTL1–H3K9me1 peptide binding | Potency, µM (top dose mostly 57.1 µM), for the others: at the highest dose activity, negative = inhibition, most hits filed as inhibitors | 230,000 compounds, 0.66% hits; note: nearly all actives have a fitted effect of over 60% in size
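L3MBTL1 (50 nM) pre-complexed 30 min with biotinylated H3(1-15)K9me1 peptide (75 nM), then compounds added for 30 min at room temperature; AlphaScreen streptavidin donor/nickel chelate acceptor beads (10 ug/mL final) read after 30 min dark incubation.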
RECQ1 helicase – blocks DNA unwinding by human RECQ1 | RECQ1 DNA unwinding, red fluorescence kinetic read | Potency, µM (series often up to 57.3 µM), for inactives: at the top dose activity, negative = inhibition, actives largely listed as inhibitors | 240,000 compounds, 0.54% hits;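 note: plate controls were vehicle for no effect and no enzyme for full effect; nearly all actives have a fitted effect of over 30% in size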
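RECQ1T1 50 nM; forked duplex (20 bp + 30-nt ss tails) 200 nM, ATP 2 mM final; pH 8.0, 2 mM MgCl2, 2.5 ug/ml poly(dI-dC); 15 min compound preincubation; discontinuous kinetic read over 2 h at RT.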
TR SRC2 fluor cs – counter-screen for TRb-SRC2 inhibitors: fluorescence interference | TRb/SRC2 Texas Red total fluorescence interference | Potency, µM (series often up to 106 µM), without a hit: at the top dose fluorescence change, negative = quenching | 280,000 compounds, 0.29% hits | AID 1479; active = well fitted curve in either direction with a large enough effect; inconclusive = small, poorly fitted or top-dose-only effect
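Human TRβ ligand-binding domain (0.6 uM) and Texas Red SRC2 peptide (20 nM) in Tris buffer with 1 uM T3 and 5% DMSO were incubated with pinned compound for 5 hr at ambient temperature. Total fluorescence was computed as S + 2P (555/632 nm).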
RGS12 GoLoco inh – inhibitors of human Gai1-RGS12 GoLoco interaction (red fluorophore); Gai1:RGS12 GoLoco peptide FP, rhodamine, 10 min; P63096; Potency, µM (doses to about 61.6 µM), without a hit: at the top dose activity, negative = inhibition, actives largely listed as inhibitors; 230,000 compounds, 0.44% hits; AID 880; active = well fitted inhibition curve with a large enough effect, not every such curve was filed as active; inactive = no such curve, though single readings can be large or run the other way; note: nearly all actives have a fitted effect of over 30% in size; many of its hits are not listed in these tables
Target sequence (P63096 whole entry, looked up): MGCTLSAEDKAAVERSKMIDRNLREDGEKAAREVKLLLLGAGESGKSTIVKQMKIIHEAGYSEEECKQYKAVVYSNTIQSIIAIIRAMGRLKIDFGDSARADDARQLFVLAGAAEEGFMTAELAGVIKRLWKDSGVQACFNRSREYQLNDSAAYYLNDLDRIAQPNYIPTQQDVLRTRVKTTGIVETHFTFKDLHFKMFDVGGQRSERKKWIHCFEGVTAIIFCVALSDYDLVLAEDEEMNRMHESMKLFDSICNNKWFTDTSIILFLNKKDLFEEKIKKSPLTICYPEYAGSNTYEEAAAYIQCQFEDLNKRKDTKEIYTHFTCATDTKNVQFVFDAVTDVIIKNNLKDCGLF
Tau fibril FP – blocks human tau fibril formation measured by polarization | P10636 | K18 P301L tau heparin fibrillization, Alexa594 FP, 6 h | Potency, µM (top dose mostly 57.7 µM), for the others: at the highest dose activity, negative = inhibition, hits mostly inhibitors | 280,000 compounds, 0.39% hits | AID 1468; note: nearly all actives have a fitted effect of over 55% in size
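Read-out: fluorescence polarization of Alexa 594-labeled tau (0.24 uM), 555 nm excitation, 632 nm emission. Mixtures held 15 uM unlabeled K18 P301L, compound and 20 uM heparin, pH 7 acetate buffer, incubated 6 hr at 37 C.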
TRb SRC2 PPI – inhibitors of human thyroid hormone receptor beta-SRC2 interaction | P10828 | TRbeta-SRC2 peptide binding, fluorescence polarization; receptor liganded with 1 µM T3 | Potency, µM (titrated, usually from 106 µM), inactives show at the top dose activity change, negative = inhibition, usual class: inhibitors | 280,000 compounds, 0.065% hits | AID 1469;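 note: plate controls were bound peptide for no effect and peptide without receptor for full effect; nearly all actives have a fitted effect of over 50% in size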
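Polarization signal, normalized between peptide-alone and full complex controls, measured compound effects on T3-liganded human TRb LBD (0.6 uM) binding 20 nM Texas Red SRC2 peptide after 5 hr.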
The depositor's hits bear a star; i = inactive; u = inconclusive; x = not tested or not shown; [ ] = dose if it differs, or a comment. Unless noted, calls come from the whole dose curve; as a rule, active = well fitted curve in the direction sought with a large enough effect; inconclusive = small, poorly fitted or top-dose-only effect, or another doubt; inactive = no such curve, though single readings can be large; an effect the other way counts as inactive or inconclusive. Unless noted, % is set by controls: 0 for no effect and ±100 for the full control effect; potency is the fitted concentration of half-maximal effect. Not all compounds are listed (hit frequency here may not be typical).

Each structure is followed by: RGS12 GoLoco inh	TR SRC2 fluor cs	Tau fibril FP	TRb SRC2 PPI	Tau ThT inhib	L3MBTL1 block	RECQ1 helicase	KDM4E inh
1) CCc1sc(C(=O)Nc2ccsc2C(=O)OC)cc1Br
    4%	-3%	-7%	-7%	-1%	37%[activator]	-5%	u
2) CCC(=O)c1c(NC(C)C)cc(C)oc1=O
    6%	-4%	3%	-3%	-8%	x	-19%	-2%
3) O=C(CN1CCc2ccccc21)NC(=O)NCc1ccccc1
    -12%	-1%	5%	3%	-14%	-14%	-11%	-5%
4) CCOC(=O)CNc1nc(C#N)nc(N2CCOCC2)n1
    4%	-2%	0%	5%	-13%	-3%	13%	-1%
5) CCn1ccc2cc(S(=O)(=O)N3CCC(C(=O)NCc4ccc(OC)cc4)CC3)ccc21
    x	u	8%	0%	3%	x	x	x
6) CCN(CC)C(=O)CN(c1ccc(C)cc1)S(=O)(=O)c1ccc(SC)cc1
    0%	-5%	10%	-6%	-4%	0%	i	1%
7) COc1ccc(C(=O)NCC(c2cccnc2)N2CCc3ccccc3C2)cc1 (stereo not given)
    x	-23%	-2%	3%	11%	x	x	x
8) CCc1cccc(NC(=O)Cn2c(=O)n(Cc3ccccc3)c(=O)c3c2c2cc(OC)ccc2n3C)c1
    x	0%	-9%	1%	11%	x	x	x
9) CCOC(=O)c1c(C)[nH]c(C)c1S(=O)(=O)N1CCCC(C(=O)N2CCN(c3ccccc3)CC2)C1 (stereo not given)
    x	-4%	0%	-4%	-2%	x	x	x
10) Oc1ccc(-c2cnns2)c(O)c1
    1.3µM*	-3%	-5%	-3%	u	2%	1%	-6%
11) Cc1cccc(Nc2nnc(-c3ccc(C)c(S(=O)(=O)N4CCN(C)CC4)c3)c3ccccc23)c1
    x	-4%	4%	-2%	0%	x	x	x
12) COc1ccccc1OCCSc1nc2ccccc2c(=O)[nH]1
    12%	-3%	-9%	-4%	-8%	x	-6%	-1%
13) CCc1ccccc1NC(=O)c1noc(C(C)C)c1[N+](=O)[O-]
    15%	3%	-3%	3%	u	x	13%	-1%
14) COc1cc(NC(=O)c2cc3c(=O)n(Cc4ccco4)ccc3nc2C)cc(OC)c1OC
    x	0%	-2%	5%	-3%	x	x	x
15) CCNC(=O)NC(=O)COC(=O)c1cccc(NS(=O)(=O)/C=C/c2ccccc2)c1
    -4%	-3%[53 µM]	2%	10%[53 µM]	9%	3%	-10%	4%
16) Cc1ccc(CN(Cc2ccco2)C(=S)Nc2ccccc2C)cc1
    3%	1%	4%	9%	4%	18%	i	-4%
17) COc1ccc(Cn2cc(C(=O)c3ccc(F)cc3)c(=O)c3cc4c(cc32)OCCO4)cc1
    x	u	-13%	-3%	9%	x	x	x
18) Cn1c(=O)oc2cc(S(=O)(=O)NCCC(=O)NCCc3ccc(Cl)cc3)ccc21
    3%	-2%	2%	-8%	-7%	1%	4%	7%
19) O=c1[nH]c(CN2CCOCC2)nc2scc(-c3ccccc3)c12
    4%	-4%	-1%	-8%	-8%	-9%	-5%	-16%
20) COC(=O)NC(/C(C(=O)OC)=C(\C)NCc1ccccc1)c1cccc(F)c1 (stereo not given)
    x	-1%[11.2 µM]	3%[11.6 µM]	2%[11.2 µM]	-4%[11.5 µM]	x	1%[11.5 µM]	x
21) O=C(c1ccccc1)c1nn(-c2ccc(Cl)cc2)cc1C(=O)c1cc2ccccc2oc1=O
    10%	0%	1%	6%	-9%	x	-2%	2%
22) O=C(COc1ccc(/C=C\[N+](=O)[O-])cc1)N1CCOCC1
    -13%	-1%	-6%	-5%	-17%	47%[activator]	32µM*	-30%
23) COc1ccccc1N1CCN(C(=O)CSc2nc3ccccc3nc2Cc2ccc(C)cc2)CC1
    x	-1%	0%	4%	-11%	x	x	x
24) Cc1ccc(Nc2nnc(SCC(=O)Nc3cccnc3Cl)s2)cc1C
    6%	-2%	5%	-3%	u	-1%	-4%	-8%
25) COC(=O)c1ccc(C#Cc2ccccc2)o1
    12%	-2%	-7%	0%	-9%	48%[activator]	i	u
26) O=C(COc1ccccc1)Nc1cccc(-c2cn3cccnc3n2)c1
    x	-6%	12%	5%	u	x	x	x
27) O=C(Nc1ccc(F)cc1)c1cn(-c2ccccc2)nc1-c1ccncc1
    12%	-2%	-6%	-9%	-1%	-6%	4%	u
28) N/C(CN1CCCC1=O)=N\O
    0%	0%	-3%	-3%	-3%	0%	-3%	1%
29) O=C(CC1C(=O)N(c2ccccc2)C(=S)N1c1ccccc1)c1ccccc1 (stereo not given)
    8%	-1%	1%	-5%	-7%	-8%	-3%	-1%
30) O=C(CSc1nccn1Cc1ccc(Cl)cc1)NCc1ccccc1
    x	0%	1%	0%	-5%	x	x	x
31) CCOc1cccc(CNC(=O)c2ccc(N3CCCC3)c(NC(=O)NCc3ccccc3)c2)c1
    x	-1%	5%	-2%	-8%	x	x	x
32) CC1(OC(=O)C2CCCC2)C(=O)C=C2C=C(c3ccc(C#N)cc3)OC=C2C1=O (stereo not given)
    2%	-2%	1%	3%	0%	x	-3%	-1%
33) COCCCNC(=S)NNC(=S)NCCCOC
    6%	0%	-2%	6%	0%	9%	-1%	-8%
34) CC(C)N1CCN(Cc2ccncc2)CC1CCO (stereo not given)
    5%	1%	1%	-6%	-7%	9%	-9%	-22%
35) O=C(Cn1c(C(=O)NCC2CCCO2)cc2sccc21)c1ccccc1 (stereo not given)
    6%	-8%	3%	-6%	-7%	x	-5%	-10%
36) O=C(O)CCC(=O)c1ccc2ccc3cccc4ccc1c2c34
    2%[14.2 µM]	-1%	-2%	-6%	-18%	3%	8%	u
37) CCC(C)NC(=S)N1CCN(C(c2ccccc2)c2ccccc2)CC1 (stereo not given)
    9%	-2%	-5%	3%	-9%	-8%	-12%	-1%
38) O=C(NCCc1nc2ccccc2[nH]1)c1ccc(F)cc1
    4%	-2%	3%	1%	-1%	3%	15%	8%
39) CC(=O)c1ccc(NC(=O)CSc2nnc3ccc(-c4ccc(Cl)cc4)nn23)cc1
    x	1%	u	4%	-14%	x	x	x
40) COCCn1c(SCC(=O)OC(C)C)nnc1-c1ccccc1
    1%	1%	2%	-8%	-8%	2%	i	3%
41) COc1ccc(-c2nnc3sc(C4CCCCC4)nn23)cc1OC
    15%	-2%	4%	-8%	-22%	x	-3%	-5%
42) Cc1cc(=O)oc2cc(OC(=O)c3nn(C(C)C)c(=O)c4ccccc34)ccc12
    -21%	-2%	-2%	-2%	u	-3%	-1%	u
43) CCOc1ccc(-n2c(SCC(=O)NC3CCCCC3)nc3c([nH]c4ccccc43)c2=O)cc1
    x	-1%	-15%	1%	2%	x	x	x
44) COc1ccc(C(=O)Nc2cc3cc(Cl)ccc3oc2=O)cc1OC
    x	-21%	-18%	4%	-5%	x	x	x
45) Cc1nc2sccn2c(=O)c1S(=O)(=O)Nc1ccc(N2CCN(S(C)(=O)=O)CC2)cc1
    x	1%	-8%	-4%	u	x	x	x
46) Cc1cccc(NC(=O)Cn2nnc(-c3ccc(CN4CCCC4)cc3)n2)c1C
    14%	-7%	-3%	3%	-7%	-1%	i	-10%
47) COc1ccc(/C(O)=C2/C(=O)C(=O)N(c3ncccn3)C2c2ccc(OC)cc2)cc1 (stereo not given)
    5%	2%	8%	-5%	-2%	5%	-16%	4%
48) COc1ccc(N2CCN(C(=O)CS(=O)(=O)c3cccc4nsnc34)CC2)cc1
    x	u	0%	-24%	-5%	x	x	x
49) CN1CCC(=NNC(=O)C(=O)Nc2ccccc2F)CC1
    4%	0%	-17%	-6%	u	x	-2%	30%[activator]
50) c1ccc2oc(-c3csc(NCC4CCCO4)n3)cc2c1 (stereo not given)
    -17%	-3%	3%	-1%	u	-23%	i	-24%
51) COc1ccc(C(=O)CN2CCN(c3ccc(F)cc3)CC2)cc1OC
    1%	-5%	1%	8%	u	3%	-9%	3%
52) COC(=O)c1cn(-c2ccccc2)c(=O)c2ccccc12
    3%	-3%	9%	-4%	4%	-1%	-1%	u
53) COc1ccc(S(=O)(=O)N2CCOCC2)cc1OC
    10%	0%	7%	3%	1%	3%	2%	-3%
54) CN(C)S(=O)(=O)c1ccc(Nc2ccc(-c3ccc4c(c3)OCCO4)nn2)cc1
    9%	-4%	u	-8%	-6%	-8%	-1%	-27%
55) CCOC(=O)CNC(=O)CNC(=O)c1ccc(OCC(C)C)cc1
    -5%	0%	0%	-5%	-8%	5%	i	-3%
56) CCCC1=C(C(=O)OCC)C(c2ccc(NC(C)=O)cc2)NC(=O)N1 (stereo not given)
    5%	-2%	-4%	1%	4%	x	-3%	-7%
57) c1ccc(-c2ccnc3ncnn23)nc1
    9%	-4%	-3%	2%	1%	-6%	i	0%
58) Cc1ccc(OC(C)C(=O)Nc2ccc(S(=O)(=O)Nc3cc(C)on3)cc2)cc1 (stereo not given)
    12%	-5%	5%	-1%	-9%	x	-10%	-5%
59) COc1ccc(S(=O)(=O)NCC2CCCN(C(=O)CN3CCCCC3)C2)cc1 (stereo not given)
    0%	0%	2%	-8%	-6%	1%	-2%	10%
60) O=C(Nc1ccc2oc(-c3ccncc3)nc2c1)c1ccccc1F
    10%	1%	1%	11%	-20%	-9%	-2%	u

The listing continues:
Each structure is followed by: RGS12 GoLoco inh	TR SRC2 fluor cs	Tau fibril FP	TRb SRC2 PPI	Tau ThT inhib	L3MBTL1 block	RECQ1 helicase	KDM4E inh
61) Cc1ccc(/C=N/NC(=O)CSc2nnc(-c3ccc(Cl)cc3)n2-c2ccc(Cl)cc2)o1
    -4%	-3%	0%	5%	1%	-14%	1%	7%
62) COc1ccc(NC(=O)c2cc(C3CC3)nc3c2c(C)nn3-c2ccc(C)cc2)cc1OC
    x	6%	0%	0%	-18%	x	x	x
63) CCOC(=O)c1c(C)sc(-c2c(-c3ccc4c(c3)OCCO4)[nH]c3c2c(=O)n(C)c(=O)n3C)c1O
    x	14%	u	6%	-4%	x	x	x
64) Cn1c2ccc(F)cc2c2nnc(NN)nc21
    -16%	-1%	-7%	-10%	x	x	-1%	-24%

Screening data from PubChem BioAssay.
